TRPC4 act = TRPC4 (mouse) channel activation; hit rate 0.49% among 310,000; B-score at 10 µM; HEK293 TRPC4beta/mu-opioid, Fluo4 calcium fluorescence; active compounds read high;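 active = B-score above 5 SD of library B-scores, and initial fluorescence ratio not above library mean plus 5 SD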;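 also: positive B-score marks a calcium rise read as TRPC4 activation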
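Assay system: HEK293 stable line with TRPC4beta plus mu-opioid receptor. Times: dye 45 min RT, read 110 s. Measured by: kinetic Fluo4 calcium fluorescence. Measure: B score of integrated ratio. Controls: assay buffer as low control, maximal DAMGO as high control.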
KCNK3 inh = human KCNK3 channel inhibition, primary screen. CHO-KCNK3 thallium flux, FluxOR fluorescence; active compounds read low. B-score at 10 µM. hit rate 0.84% among 340,000;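 active = B-score under library mean minus 4 SD, starting fluorescence ratio at most library mean plus 5 SD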;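 also: more negative B-score means stronger inhibition of thallium flux through KCNK3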
Target sequence (O14649 whole entry, looked up): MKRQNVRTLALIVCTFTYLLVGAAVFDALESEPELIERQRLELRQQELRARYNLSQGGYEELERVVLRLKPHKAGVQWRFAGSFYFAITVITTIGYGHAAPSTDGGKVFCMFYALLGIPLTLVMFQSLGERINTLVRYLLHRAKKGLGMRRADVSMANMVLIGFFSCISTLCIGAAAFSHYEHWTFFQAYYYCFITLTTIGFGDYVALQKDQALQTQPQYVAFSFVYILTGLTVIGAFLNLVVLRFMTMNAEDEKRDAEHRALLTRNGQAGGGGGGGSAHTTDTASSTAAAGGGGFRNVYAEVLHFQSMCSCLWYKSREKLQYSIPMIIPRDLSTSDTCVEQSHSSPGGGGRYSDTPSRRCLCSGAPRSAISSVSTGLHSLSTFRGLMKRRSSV
KCNK9 block = inhibitors of human KCNK9 two-pore domain potassium channel; AID 488922; hit rate 1.2% among 310,000; HEK293 KCNK9, FluxOR thallium flux fluorescence; active compounds read low; B-score at 10 µM;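 active = ratio B-score over 3 SD below the library mean, with starting fluorescence within 5 SD of its mean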;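 also: negative B-score means less thallium flux so channel inhibition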
Target sequence (Q9NPC2 whole entry, looked up, the tested form may be a part): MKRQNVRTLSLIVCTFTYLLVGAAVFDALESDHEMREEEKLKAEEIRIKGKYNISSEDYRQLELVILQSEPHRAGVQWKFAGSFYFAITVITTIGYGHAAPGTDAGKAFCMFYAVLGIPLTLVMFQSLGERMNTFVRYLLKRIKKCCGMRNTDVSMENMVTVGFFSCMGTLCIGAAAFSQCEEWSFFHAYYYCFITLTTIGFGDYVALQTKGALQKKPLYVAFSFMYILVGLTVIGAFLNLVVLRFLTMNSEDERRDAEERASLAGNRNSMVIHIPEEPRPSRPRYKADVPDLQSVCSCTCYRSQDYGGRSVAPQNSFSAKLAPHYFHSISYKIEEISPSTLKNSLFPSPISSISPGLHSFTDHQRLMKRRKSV
TRPC4 block = inhibitors of mouse TRPC4 channel; Q9QUQ5; HEK293 TRPC4beta/mu-opioid, DAMGO-evoked Fluo4 calcium flux; active compounds read low; B-score at 10 µM; hit rate 0.39% among 300,000; AID 2247;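 active = B-score over 3 SD under the library average, no early fluorescence shift, positive overall ratio signal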
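Assay system: HEK293 cells with stable TRPC4beta plus mu-opioid receptor expression. Dosing: single dose. Measured by: Fluo4 Ca2+ flux fluorescence. Also added: DAMGO in two steps, submaximal then maximal. Read-out: B score from integrated Fluo4 fluorescence ratio.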
KCNQ1 pot = potentiators or activators of human KCNQ1 potassium channel; CHO-K1 KCNQ1, thallium flux FluxOR fluorescence; active compounds read high; B-score at 10 µM; hit rate 0.35% among 310,000; AID 2648;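 active = fluorescence ratio B-score, a plate-corrected score, at least three library SD, with initial intensity B-score within 5 SD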
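Assay system: CHO-K1 cells stably expressing KCNQ1; Medium: assay buffer with matched DMSO; Also added: K+/Tl+ depolarizing stimulus; Dosing: single dose; Timing: dye 90 min, compound 20 min, room temperature; Measured by: kinetic FluxOR thallium fluorescence, 10-s 1-Hz baseline, 110-s post-stimulus read; Read-out: peak-minus-minimum fluorescence over initial fluorescence, negative-control normalized, B-scored.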
TRPC4 potent = allosteric potentiators of mouse TRPC4 channel; AID 2227; HEK293 TRPC4beta/mu-opioid, DAMGO EC20, Fluo-4 Ca2+ flux; active compounds read high; B-score at 10 µM; hit rate 0.42% among 310,000; Q9QUQ5;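 active = B-score of calcium response area above 5 SD of library B-scores, with initial fluorescence ratio within 5 SD of library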;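 also: B-score of integrated fluorescence ratio over time as area under calcium response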
PolyA inh = inhibitors of polyadenylation in S. cerevisiae; S. cerevisiae SKY197-pL101 polyadenylation reporter, beta-gal luminescence; efflux-impaired pdr1/pdr3 knockout yeast; score 100 = 6 SD above DMSO; calls only at 12 µM; hit rate 0.02% among 300,000;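 active = lowest replicate activity score at least 50, where 100 means six control SD above control mean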;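 also: yeast exposed to compound for 9 h at 30 °C; higher score means more reporter readthrough which indicates perturbed polyadenylation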
Platelet DG rel = modulates dense granule release in human platelets; human platelet-rich plasma, SFLLRN dense granule ATP release, luminescence; inhibition, %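 (compounds screened at 7.5 µM in platelet-rich plasma)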; hit rate 0.22% among 300,000; AID 1663;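 active = mean replicate score, as percent of positive control, at or above 50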
Dyrk1A ADPGlo = inhibitors of rat Dyrk1A kinase; inhibition, % at 12.5 µM; hit rate 0.43% among 310,000; Q63470; ADP-Glo luminescence, NFATc1 peptide; in the data active = inhibition above about 50%;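 also: plate controls were vehicle with enzyme for no effect and no enzyme for full effect; many of its hits are not listed in these tables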
KCNQ1 block = inhibitors of human KCNQ1 potassium channel; CHO-K1 KCNQ1, FluxOR thallium flux fluorescence; active compounds read high; B-score at 10 µM; hit rate 1.3% among 310,000; AID 2642;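 active = compounds whose thallium flux B-score, printed positive for inhibition, exceeds three library SD while starting fluorescence stays within three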;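 also: channel opened by potassium depolarization with thallium stimulus after 20 min compound exposure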
hERG rescue = compounds protecting human hERG from proarrhythmic drug block | CHO-hERG, FluxOR thallium flux, dofetilide IC70 present | activation (rescue from dofetilide block), less the hit threshold, % at 10 µM | Q12809 | hit rate 0.51% among 310,000;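 active = activation above the mean of controls blocked by dofetilide plus 5 SD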;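 also: thallium influx through hERG after potassium depolarization seen as dye fluorescence rise; in these data hits start at about 4.7%; inactives centre near -7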
* hit, by the source's call; i = inactive; · = no result given. The list is partial, so the mix of outcomes need not match the whole.

SMILES | TRPC4 act | KCNK3 inh | KCNK9 block | TRPC4 block | KCNQ1 pot | TRPC4 potent | PolyA inh | Platelet DG rel | Dyrk1A ADPGlo | KCNQ1 block | hERG rescue
Cc1sc2ncnc(SCC(=O)c3ccc(O)cc3O)c2c1C | i | i | i | i | 8* | i | i | 5 | -1 | i | 1
C[C@H]1CC[C@@]2(O[C@H](CCO)C[C@@H](O)[C@@H]2O)O1 | i | i | i | i | i | i | i | 5 | 4 | i | -2
Cc1csc(SC(C)c2nc3scc(-c4ccccc4)c3c(=O)[nH]2)n1 (configuration not stated) | i | i | i | i | i | i | i | -4 | · | i | -3
COc1cccc(CC(=O)Nc2nc(-c3ccc(OC)c(OC)c3)cs2)c1 | i | i | i | i | i | i | i | -4 | 5 | i | -6
Cc1csc(SCC(=O)NC(C)C2CC3CCC2C3)n1 (configuration not stated) | i | i | i | i | i | i | i | -5 | 6 | i | -8
CCCn1nc(C(=O)OCC(=O)c2c(N)n(C)c(=O)n(C)c2=O)c2ccccc2c1=O | i | i | i | i | i | i | i | 15 | · | i | -2
CN(CCc1cnn(C)c1)Cc1cn(C)nc1-c1ccc2c(c1)OCCO2 | i | i | i | i | i | i | i | -4 | 5 | i | -5
COc1ccc(S(=O)(=O)NC(C)C(=O)NCc2cccnc2)cc1OC (configuration not stated) | i | i | i | i | i | i | i | -30 | 0 | i | -10
Clc1ccccc1-c1nn2c(-c3ccncc3)nnc2s1 | i | i | i | i | i | i | i | 4 | -6 | i | -6
Cc1ccc(Cn2c(=N)c(C(=O)NCc3ccco3)cc3c(=O)n4ccccc4nc32)cc1 | 48* | i | i | i | i | i | i | 16 | 0 | i | -10
COC(C/C=C/[C@@H](O)COCc1ccccc1)OC | i | i | i | i | i | i | i | -13 | 3 | i | -6
COc1ccccc1C(=O)NCCC(=O)NNC(=O)C1COc2ccccc2O1 (configuration not stated) | i | i | i | i | i | i | i | -11 | 10 | i | -14
OCc1ccc(O)c2ncccc12 | i | i | i | i | i | i | i | 0 | 0 | i | -5
CCN(CC)CCNC(=O)c1ccc(Sc2ccc(C)cc2)c(NC(C)=O)c1 | i | i | i | i | i | i | i | 1 | 0 | i | -17
O=C(NNC(=S)NC(=O)c1sc2ccccc2c1Cl)c1ccc(Cl)cc1 | i | i | i | i | 62* | 56* | i | -3 | -2 | i | 44*
C[C@@H](C(=O)OCC(=O)Nc1cc(S(=O)(=O)N2CCOCC2)ccc1Cl)N1C(=O)C2CCCCC2C1=O (some centres not stated) | i | i | i | i | i | i | i | -3 | 0 | i | -10
O=C(Nc1ccc(OC(F)(F)F)cc1)C1CCCN(S(=O)(=O)c2cnc[nH]2)C1 (configuration not stated) | i | i | i | i | i | i | i | -4 | 0 | i | -7
C=CCN1CN(CCc2ccccc2)CNC1=S | i | i | i | i | i | i | i | · | · | i | -10
CC(NC(=O)c1ccco1)c1nc(-c2ccc(C(C)(C)C)cc2)no1 (configuration not stated) | i | i | i | i | i | i | i | -6 | -7 | i | -4
COCCCNC(=O)CC(NS(=O)(=O)c1ccc(F)cc1)c1ccc(OC)cc1 (configuration not stated) | i | i | i | i | i | i | i | -6 | -4 | i | -1
O=C(NCCO)C1CCN(C(=O)c2ccc(-c3ccccc3)cc2)CC1 | i | i | i | i | i | i | i | -21 | 2 | i | -3
N#Cc1c(-c2ccc(Cl)cc2)cc(-c2cccs2)nc1SCC(=O)O | i | i | i | i | i | i | i | -7 | 4 | i | 5
Cc1c(OCc2ccccc2)c(=O)ccn1Cc1ccc(Cl)cc1 | i | i | i | i | i | i | i | -23 | -6 | i | -6
COC(=O)COc1ccc(S(=O)(=O)Nc2ccc3c(c2)OCO3)cc1Cl | i | -9.7* | i | i | i | i | i | 12 | 6 | i | -18
O=C(OCCn1cncn1)c1cc2ccccc2oc1=O | i | i | i | i | i | i | i | 5 | -9 | i | -13

(list continues)
SMILES | TRPC4 act | KCNK3 inh | KCNK9 block | TRPC4 block | KCNQ1 pot | TRPC4 potent | PolyA inh | Platelet DG rel | Dyrk1A ADPGlo | KCNQ1 block | hERG rescue
Cc1ccccc1NC(=O)NCC1CCCO1 (configuration not stated) | i | i | i | i | i | i | i | 20 | -1 | i | -6
C/C(Cl)=C/CSc1nn2c(=O)c3ccccc3nc2s1 | i | i | i | i | i | i | i | -1 | -5 | i | -8
CCC(C)NC(=O)Nc1ccc(Br)cc1Cl (configuration not stated) | i | i | i | i | i | i | i | 3 | 3 | i | -11
COCC1CCCN(Cc2nc(Cc3ccccc3)no2)C1 (configuration not stated) | i | i | i | i | i | i | i | -3 | -2 | i | -5
CCN(CC)S(=O)(=O)c1ccc(/C=C/C(=O)Nc2ccccc2N2CCOCC2)cc1 | i | i | i | i | i | i | i | 0 | 10 | i | -8
NS(=O)(=O)c1ccc(CCNC(=O)Cc2ccc(S(=O)(=O)N3CCCC3)s2)cc1 | i | i | i | i | i | i | · | -16 | -4 | i | -11
CCC1(COC(=O)Nc2cccc(Cl)c2)COC1 | i | i | i | i | i | i | i | -2 | 6 | i | -18
Cc1cc(C(=O)Nn2cnnc2)ccc1[N+](=O)[O-] | i | i | i | i | i | i | i | 9 | · | i | -8
Cc1ccc(NC(=O)COC(=O)c2ccn(C)n2)cc1 | i | i | i | i | i | i | i | 1 | 0 | i | -3
COC(=O)CSc1nnc(CNC(=O)c2cc(OC)c(OC)c(OC)c2)n1C | i | i | i | i | i | i | i | -1 | -2 | i | -10
O=C(CCc1c[nH]c2ccccc12)OCc1cccc(C(F)(F)F)c1 | i | i | i | i | i | i | i | -10 | · | i | 1
O=C(CSc1nc(=O)n(CCCN2CCOCC2)c2c1CCCC2)Nc1ccc(F)cc1 | i | i | i | i | i | i | i | 0 | -2 | i | -7
COc1ccccc1N(CC(O)COc1c(C)cc(C)cc1C)S(=O)(=O)c1ccccc1 (configuration not stated) | i | i | i | i | i | i | i | -2 | 0 | i | -13
NC(=O)CC(NC(=O)c1ccccc1)c1ccc(NCCOc2ccccc2)c([N+](=O)[O-])c1 (configuration not stated) | i | i | i | i | i | i | i | 8 | 5 | i | -7
CCCCCc1ccc(S(=O)(=O)NCCc2ccncc2)cc1 | i | i | i | i | i | i | i | -2 | -1 | i | -17
O=C(Nc1ccnn1C1CCN(C(=O)c2cccc(C(F)(F)F)c2)CC1)C1CC1 | i | i | i | i | i | i | i | -2 | -4 | i | -6
Cc1ccccc1CS(=O)(=O)CCC(=O)NCc1ccccn1 | i | i | i | i | i | i | i | -2 | -1 | i | -2
COc1ccccc1-c1cc(C(F)(F)F)n2ncc(S(=O)(=O)c3ccccc3)c2n1 | i | i | i | i | i | i | i | -2 | -2 | i | -11
COc1ccc(-c2cn(-c3ccc(SC(F)F)cc3)c3[n+]2CCC3)cc1OC | i | i | i | i | i | i | i | 1 | 0 | i | -19
Cc1ccccc1NC(=O)CSc1nc(O)cc(=O)n1C | i | i | i | i | i | i | i | 7 | · | i | -3
COc1ccc(S(=O)(=O)N2CCN(c3ncccn3)CC2)cc1OC | i | i | i | i | i | i | i | -7 | 15 | i | -6
N#Cc1ccc(NC(=S)Nc2ccccc2)cc1 | i | i | i | i | i | i | i | -2 | -3 | 7* | -8
O=C(NC1CCCC1)[C@@H]1CSC2c3ccccc3C(=O)N21 (some centres not stated) | i | i | i | i | i | i | i | -1 | -2 | i | -4
CCCCn1c(SCC(=O)NCc2ccccc2)nc2ccc(N3CCOCC3)cc2c1=O | i | i | i | i | i | i | i | -1 | 3 | i | -13
O=C(C1CCCO1)N1CCN(C(=S)Nc2cccc(F)c2)CC1 (configuration not stated) | i | i | i | i | i | i | i | -3 | -2 | i | -4

(next part)
SMILES | TRPC4 act | KCNK3 inh | KCNK9 block | TRPC4 block | KCNQ1 pot | TRPC4 potent | PolyA inh | Platelet DG rel | Dyrk1A ADPGlo | KCNQ1 block | hERG rescue
Cc1ccc(OCc2ccc(C(=O)NCc3cccnc3)cc2)cc1C | i | i | i | i | i | i | i | -3 | -2 | i | -4
COc1ccc2nc(SCC(=O)Nc3cc(C)on3)c(C#N)cc2c1 | i | i | i | i | i | i | i | 3 | -2 | i | -6
O=c1ccnc(NCCc2ccccc2)[nH]1 | i | i | i | i | i | i | · | · | 1 | i | -7
CC(NC(=O)c1cc(Br)ccc1Cl)c1ccccc1 (configuration not stated) | i | i | i | i | i | i | i | 25 | -2 | i | -11
Cc1cc(C)c(NC(=O)CSc2nnc(-c3ccncc3)n2Cc2ccco2)c(Cl)c1 | i | i | i | i | i | i | i | 1 | -3 | i | -8
CCN1CCN(CCc2nc3cc(NC(=O)COc4ccccc4)ccc3n2C)CC1 | i | i | i | i | i | i | i | 6 | -2 | i | -5
O=C(Nc1c(C(=O)N2CCOCC2)cnn1-c1ccccc1)c1ccc(F)cc1 | i | i | i | i | i | i | i | -29 | -1 | i | -5
COc1cccc(NC(=O)CN2C(=O)COc3ccc(S(=O)(=O)N4CCC(C)CC4)cc32)c1 | i | i | i | i | i | i | i | -6 | -2 | i | -5
NC(=O)c1cc(Cl)ccc1OCC(=O)N1CCCc2ccccc21 | i | i | i | i | i | i | i | 13 | -10 | i | -9
Cn1c(N)c(C(=O)COC(=O)CSc2ccc(Cl)cc2)c(=O)n(C)c1=O | i | i | i | i | i | i | i | 8 | -3 | i | -1
O=C(c1cnc2nc3ccccc3n2c1)c1cc(F)ccc1O | i | i | i | i | i | i | i | 6 | 26 | i | -4
C=CCn1c(CNc2ccccc2)nnc1SCC(=O)N/N=C/c1ccccc1O | i | i | i | i | i | i | i | -2 | 8 | i | -13
CCOC(=O)CSc1nnc(NC(=O)c2ccco2)s1 | i | i | i | i | i | i | i | -17 | -1 | i | -7
CN(C)C(=O)CSc1nnc(-c2ccc(S(=O)(=O)N3CCCC3)cc2)n1C | i | i | i | i | i | i | i | 13 | -6 | i | -7
Cc1ccc(C(=O)CSc2nsc(C)c2C#N)cc1 | i | i | i | i | i | i | i | 2 | 5 | i | -5

Sorted by formula weight (falling): 3 of the compounds above.
SMILES | TRPC4 act | KCNK3 inh | KCNK9 block | TRPC4 block | KCNQ1 pot | TRPC4 potent | PolyA inh | Platelet DG rel | Dyrk1A ADPGlo | KCNQ1 block | hERG rescue
CCN1CCN(CCc2nc3cc(NC(=O)COc4ccccc4)ccc3n2C)CC1 | i | i | i | i | i | i | i | 6 | -2 | i | -5
CN(C)C(=O)CSc1nnc(-c2ccc(S(=O)(=O)N3CCCC3)cc2)n1C | i | i | i | i | i | i | i | 13 | -6 | i | -7
O=C(Nc1c(C(=O)N2CCOCC2)cnn1-c1ccccc1)c1ccc(F)cc1 | i | i | i | i | i | i | i | -29 | -1 | i | -5
